RECQ1 inh = RECQ1 (human) helicase inhibition | RECQ1 DNA unwinding, red fluorescence kinetic read | Potency, µM (doses to about 57.3 µM), for inactives: top-dose activity, negative = inhibition, actives largely listed as inhibitors | actives 0.54% (n = 240,000) | AID 2549;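 further: plate controls were vehicle for no effect and no enzyme for full effect; nearly all actives have a fitted effect of over 30% in size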
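50 nM RECQ1T1 preincubated 15 min with compound in Tris pH 8.0 buffer with MgCl2, DTT, Tween-20 and 2.5 ug/ml poly(dI-dC); started with 200 nM TAMRA/BHQ-2 forked duplex and 2 mM ATP. Unwinding read as fluorescence (525/598 nm), two reads 2 h apart.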
NPSR antag = blocks cAMP signaling of the human neuropeptide S receptor; CHO-NPSR cells, cAMP TR-FRET, antagonist mode; AID 1461; actives 1% (n = 220,000); Potency, µM (series often up to 38.3 µM), for inactives: top-dose activity change, negative = inhibition, usual class: inhibitors; further: on the % scale 0 is the no-effect control and ±100 the full control effect; nearly all actives have a fitted effect of over 50% in size; many of its hits are not listed in these tables
Target sequence (Q6W5P4 whole entry, looked up): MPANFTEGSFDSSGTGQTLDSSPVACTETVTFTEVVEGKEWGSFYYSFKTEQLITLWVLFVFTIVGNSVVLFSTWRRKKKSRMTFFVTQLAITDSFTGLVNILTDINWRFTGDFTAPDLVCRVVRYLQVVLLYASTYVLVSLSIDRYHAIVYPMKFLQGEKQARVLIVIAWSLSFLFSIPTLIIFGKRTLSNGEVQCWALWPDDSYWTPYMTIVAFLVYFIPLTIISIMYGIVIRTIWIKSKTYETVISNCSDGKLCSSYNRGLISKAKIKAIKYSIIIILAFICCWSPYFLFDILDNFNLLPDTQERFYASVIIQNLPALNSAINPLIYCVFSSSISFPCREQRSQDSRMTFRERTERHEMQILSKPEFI
KinaseGlo FLuc = blocks Kinase-Glo luciferase, a counter-screen artifact; Kinase-Glo luciferase, ATP luminescence, 8 min; Potency, µM (titrated, usually from 38.3 µM), for the others: at the top dose activity change, negative = inhibition, hits mostly inhibitors; actives 0.28% (n = 200,000); further: on the % scale 0 is the no-effect control and ±100 the full control effect; nearly all actives have a fitted effect of over 60% in size
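Inhibition of Kinase-Glo luciferase light generation was assessed at 10 uM ATP in pH 7.2 imidazole buffer, with luminescence measured after eight minutes at ambient temperature.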
Epigenetic reg = derepresses silenced GFP reporter in murine cells. murine LDR cells, GFP reporter derepression, 30 h. Potency, µM (doses to about 53.9 µM), inactives show at the top dose GFP activation, most hits filed as activators. actives 0.2% (n = 280,000). AID 1865; further: % of control where 0% means no effect; nearly all actives have a fitted effect of over 60% in size
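In this reporter-derepression format, murine cells bearing a silenced integrated CMV-GFP locus incubate with test compound (30 h, 37 C), then are washed and imaged; fluorescent objects of 20–120 um count as induced cells.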
KDM4E inh = blocks human JMJD2E demethylase activity | B2RXH2 | JMJD2E catalytic domain, FDH-coupled NADH fluorescence (FDH is formaldehyde dehydrogenase) | Potency, µM (highest dose often 57.1 µM), without a hit: top-dose activity change, negative = inhibition, actives largely listed as inhibitors | actives 1.6% (n = 230,000) | AID 2147; active means well fitted inhibition curve with a large enough effect, not every such curve was filed as active; inconclusive means small, poorly fitted or top-dose-only effect, or another doubt; inactive means no such curve, though single readings can be large or run the other way;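 further: 0% = wells with enzyme and -100% = buffer wells without enzyme; nearly all actives have a fitted effect of over 50% in size; many of its hits are not listed in these tables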
Target sequence (B2RXH2 1-337 limits assumed): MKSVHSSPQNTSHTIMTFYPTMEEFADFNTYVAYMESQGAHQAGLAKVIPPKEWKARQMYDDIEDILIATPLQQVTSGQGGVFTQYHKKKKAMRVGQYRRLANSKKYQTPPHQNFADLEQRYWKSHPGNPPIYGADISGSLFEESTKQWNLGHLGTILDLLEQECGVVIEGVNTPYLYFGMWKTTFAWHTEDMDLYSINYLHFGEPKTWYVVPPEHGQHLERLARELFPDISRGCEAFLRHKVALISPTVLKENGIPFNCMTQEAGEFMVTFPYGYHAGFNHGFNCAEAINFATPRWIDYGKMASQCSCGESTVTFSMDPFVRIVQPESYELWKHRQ
IMPase Li inh = membrane-permeable IMPase blocker, potentiated with lithium; CHO-M1 cells, IP1 TR-FRET (IP-One), carbachol + lithium; Potency, µM (titrated, usually from 59.4 µM), inactives show top-dose activity, negative = IMPase inhibition, hits mostly inhibitors; actives 0.35% (n = 210,000); AID 1457;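 further: IP1 builds up when IMPase is blocked and the TR-FRET signal falls; plate controls were basal vehicle for no effect and high inhibitor control for full effect; nearly all actives have a fitted effect of over 50% in size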
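Concentration–response in CHO-M1 cells, lithium-potentiated; 30 min at 37C. IP1 detected by competitive TR-FRET after 10 min lysis at RT. Hill-fitted AC50.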
SMN2 splice up = enhancers of SMN2 splice variant expression; actives 2.8% (n = 210,000); AID 1458; Potency, µM (highest dose often 46.1 µM), without a hit: at the highest dose activity change, positive = activation, hits mostly activators; HEK293 SMN2-luciferase splicing reporter, luminescence, 30-36 h; further: % of control where 0% means no effect; nearly all actives have a fitted effect of over 55% in size
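HEK293 cells carry an SMN2 […]–luciferase reporter in which exon 7 inclusion puts luciferase in frame. Cells were plated 10-12 h before compound addition, then incubated 30-36 h at 37C. ONE-Glo luminescence was read; sodium butyrate at 4.5 mM final served as control.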
GoLoco inh red = RGS12 GoLoco-Gai1 interaction inhibition | P63096 | Gai1:RGS12 GoLoco peptide FP, rhodamine, 10 min | Potency, µM (top dose mostly 61.6 µM), inactives show at the highest dose activity, negative = inhibition, hits mostly inhibitors | actives 0.44% (n = 230,000) | AID 880; active means well fitted inhibition curve with a large enough effect, not every such curve was filed as active; inactive means no such curve, though single readings can be large or run the other way; further: on the % scale 0 is the no-effect control and ±100 the full control effect; nearly all actives have a fitted effect of over 30% in size; many of its hits are not listed in these tables
Target sequence (P63096 whole entry, looked up): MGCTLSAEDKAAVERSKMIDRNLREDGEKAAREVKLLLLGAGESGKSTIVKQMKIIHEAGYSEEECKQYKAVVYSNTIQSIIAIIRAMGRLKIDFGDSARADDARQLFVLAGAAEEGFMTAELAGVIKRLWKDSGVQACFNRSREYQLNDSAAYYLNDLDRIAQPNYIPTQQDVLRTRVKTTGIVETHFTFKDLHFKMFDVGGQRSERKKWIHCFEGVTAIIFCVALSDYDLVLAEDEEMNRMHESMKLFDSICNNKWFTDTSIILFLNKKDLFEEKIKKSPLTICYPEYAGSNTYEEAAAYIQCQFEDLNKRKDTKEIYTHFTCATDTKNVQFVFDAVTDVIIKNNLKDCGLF
* marks the source's active call; other numbers are inactive results; i = inactive; ? = inconclusive; . = not tested or not shown; [ ] = dose if it differs, or a comment. Unless noted, the call rests on the fitted dose curve; in most records, active means well fitted curve in the direction sought with a large enough effect; inconclusive means small, poorly fitted or top-dose-only effect, or another doubt; inactive means no such curve, though single readings can be large; an effect the other way counts as inactive or inconclusive. Potency means the concentration at half of the fitted maximal effect. The list is partial; count on the stated rates, not on these rows.

canonical_smiles	IMPase Li inh	SMN2 splice up	NPSR antag	KinaseGlo FLuc	KDM4E inh	Epigenetic reg	RECQ1 inh	GoLoco inh red
CCOC(=O)C(=O)NNc1ccccc1C	-2%	6%	3%	6%	-4%	-1.9%	1%	2%
COC(=O)C1=C(C)N(c2ccccc2)/C(=C/c2cccs2)C1=O	5%[38.3 µM]	-29%	1%[46.1 µM]	0%	10%	0.0%	-9%	14%
Cc1ccc2cc(/C=N/NC(=O)CN3CCOCC3)c(Cl)nc2c1	1%	-3%	-12%[46.1 µM]	1%	2%	0.0%	i	6%
CCOC(=O)c1ccccc1NC(=S)N1CCC(C)CC1	6%	-2%[1.84 µM]	-3%	-6%	?	1.0%	-18%	3%
Nc1nnc(-c2cccc(F)c2)s1	.	.	12%	.	?	-1.0%	-3%	6%
Cc1ccsc1C(=O)OCC(=O)Nc1cccc(S(=O)(=O)N2CCOCC2)c1	.	.	-25%[46.1 µM]	.	-2%	0.0%	-4%	.
CCCC1=C([O-])C2N=CC=CC2=[N+](c2ccccn2)C1=O (stereo unspecified)	4%	8%	8%	-2%	5%	2.4%	-1%	6%
CCOC(=O)c1c(C)nc(C)c(C(=O)OCC)c1-c1ccc(O)c(OC)c1	3%	.	1%	.	-15%	-1.3%	i	-15%
CC(NC(=O)C1CC1)C(c1cccs1)N1CCOCC1 (stereo unspecified)	.	.	13%	.	-5%	-1.8%	-13%	36%[activator]
CC1CN(S(=O)(=O)c2ccc(C(=O)Nc3nccs3)cc2)CC(C)O1 (stereo unspecified)	.	.	2%	.	-1%	-1.9%	1%	-11%
O=C(CSc1nccc(=O)[nH]1)NN(c1ccccc1)c1ccccc1	6%	-9%	0%	3%	-3%	?	i	11%
CCOC(=O)c1c(-c2ccc(Cl)cc2)c(C#N)c(=O)n(N)c1N	37%[activator][38.3 µM]	-7%	-6%[46.1 µM]	4%	?	-0.6%	-6%	-5%
COc1cccc(-c2cc(C(F)(F)F)n3ncc(C(=O)N4CCc5ccccc5C4)c3n2)c1	19%	-1%	-59%	-4%	4%	3.2%	8%	10%
Cc1cc(C)c(S(=O)(=O)c2ccccc2)c(N2CCOCC2)n1	3%	-10%	5%	-1%	7%	-0.4%	3%	10%
CCn1c(C(=O)N2CCC(C(=O)NCc3cccs3)CC2)cc2sccc21	0%[38.3 µM]	5%	4%[46.1 µM]	-7%	7%	9.8%	-9%	6%
O=C(C1=C[C@@H](C2CCCCC2)C[C@@H](OCCCCO)O1)N1CCN(Cc2ccc3c(c2)OCO3)CC1	11%	.	45%	.	-12%	-1.5%	-7%	5%
COc1ccc(/C=C/C(=O)NCCN=C2NS(=O)(=O)c3ccccc32)cc1	6%	8%	0%	1%	-16%	-2.9%	i	13%
O=C1C2C3C=CC(C4CC34)C2C(=O)N1/N=C/c1c[nH]c2ccccc12 (stereo unspecified)	24%	.	4%	.	-5%	-1.3%	-5%	24%
COc1ccc(-c2ccc(Nc3ccc(C(=O)N4CCOCC4)cc3)nn2)cc1OC	4%	3%	-17%[46.1 µM]	-4%	13%	0.0%	-2%	9%
CCCOc1ccc(/C(O)=C2/C(=O)C(=O)N(CCN(C)C)C2c2ccco2)cc1 (stereo unspecified)	2%[38.3 µM]	2%	6%[46.1 µM]	-1%	-3%	0.0%	0%	7%
O=S(=O)(c1ccc(Br)cc1)c1nc(-c2ccco2)oc1NCC1CCCO1 (stereo unspecified)	-1%	8%	-16%	5%	-24%	0.3%	-3%	13%
CC(C)(O)C(=O)O	-15%	-9%	.	.	.	.	-3%	4%
COc1ccc(OC)c(S(=O)(=O)N2c3ccccc3CC2C)c1 (stereo unspecified)	11%	-16%	-16%[46.1 µM]	0%	-4%	0.0%	-5%	-6%
CC(C)OC(=O)NS(=O)(=O)c1cccc([N+](=O)[O-])c1	-10%	-49%	14%	2%	1%	-2.8%	0%	-6%
Cc1ccc2nsnc2c1S(=O)(=O)N1CCOCC1	11%[38.3 µM]	-24%	5%[46.1 µM]	-3%	0%	-0.3%	9%	-11%
Cc1ccc(Sc2ncccc2C(=O)NC2CCCCCC2)cc1C	-4%	0%	-6%	8%	-8%	2.0%	1%	5%
COc1ccc(C2CC(=O)CC(=O)C2n2cncn2)cc1 (stereo unspecified)	-4%[38.3 µM]	11%	0%[46.1 µM]	-2%	9%	-1.2%	-16%	-8%
Oc1c(Br)cc(Br)cc1CN(Cc1cc(Br)cc(Br)c1O)C1CCCCC1	4%	-5%[9.22 µM]	.	-6%[7.66 µM]	.	.	.	0%[14.2 µM]
CC(C)CCNC(=O)C(c1ccncc1)N(C(=O)Cn1nnc(-c2ccc(F)cc2)n1)c1ccccc1F (stereo unspecified)	23%	8%	?	1%	2%	-1.9%	i	12%
O=C(CS(=O)(=O)c1c[nH]c2ccccc12)N1CCCCC1	-17%[38.3 µM]	4%	0%[46.1 µM]	8%	1%	-1.1%	i	5%

canonical_smiles	IMPase Li inh	SMN2 splice up	NPSR antag	KinaseGlo FLuc	KDM4E inh	Epigenetic reg	RECQ1 inh	GoLoco inh red
CCC(C(=O)OCC(=O)NC(=O)NC(C)(C)C)c1ccccc1 (stereo unspecified)	8%	-8%	-17%	-1%	-18%	6.1%	-2%	6%
Cc1ccc(-n2c(C)cc(C)c(C#N)c2=O)cc1	-17%[38.3 µM]	0%	-5%[46.1 µM]	7%	-17%	-2.9%	-7%	-11%
O=c1cc(CO)oc(C(Nc2ccccn2)c2cccc(F)c2)c1O (stereo unspecified)	24%[38.3 µM]	20%	-3%[46.1 µM]	5%	?	-0.8%	i	2%
Cc1cc2ncn(C(=O)c3cc(-c4ccccc4)nc4ccccc34)c2cc1C	-2%	0%	1%	-2%	?	-2.0%	-3%	-4%
Cc1ccccc1C(=O)N/N=C/c1ccc([N+](=O)[O-])s1	88%[activator][38.3 µM]	-92%[inhibitor]	9%[46.1 µM]	-2%	-5%	-0.7%	-7%	-3%
COCC(C)NC(=O)NC1(C(F)(F)F)Oc2ccc(Cl)cc2O1 (stereo unspecified)	.	.	2%[46.1 µM]	.	?	2.2%	-3%	.
O=c1c2c3c(sc2n2cnnc2n1CCc1ccccc1)CCCC3	12%[38.3 µM]	4%	-28%[46.1 µM]	-4%	-5%	0.0%	-8%	17%
COC(=O)c1ccc(C(NC(=O)OCc2ccccc2)/C(F)=C/[C@@H](C)C(=O)N[C@@H](CO)Cc2ccccc2)cc1 (stereo partly specified)	-3%	-10%	.	-1%	-8%	1.7%	i	-1%
COC(=O)c1ccc(NC(=O)CSc2nnc(COc3ccccc3)n2C)cc1	-3%[38.3 µM]	-4%	-7%[46.1 µM]	-9%	5%	0.0%	-6%	5%
CCc1cccc2c1NC(=O)C2(O)CC(=O)c1cccs1 (stereo unspecified)	-3%	-2%	11%	4%	2%	1.1%	i	8%
CSc1ccccc1NC(=O)c1ccc(Br)o1	21%[38.3 µM]	-6%	-3%[46.1 µM]	-7%	-4%	1.0%	-16%	3%
CCN(Cc1ccccc1)Cc1c(F)cccc1F	6%[38.3 µM]	-7%	-1%[46.1 µM]	1%	?	-1.4%	-6%	-6%
COc1cccc(NC(=O)c2oc3ccccc3c2NC(=O)C2CC2)c1	11%	-37%[inhibitor]	?	0%	-9%	0.0%	-20%	3%
CCC(=O)Nc1c2c(nn1-c1ccc(C)cc1C)CSC2	.	.	-19%[46.1 µM]	.	3%	0.0%	-2%	.
C=CCN1C(=O)N/C(=C/c2ccccc2OCC(=O)Nc2ccc(F)cc2)C1=O	3%	-22%	-13%	2%	?	1.1%	-8%	1%
CC(=O)Nc1ccc(NC(=O)c2ccccc2CCc2ccccc2)cc1	-5%	32µM*	-15%	1%	154%[activator]	-3.5%	34%	4%
O=C(NC(=S)NCCC1=CCCCC1)c1ccc(Br)o1	21%	26%	-39%	2%	-5%	0.1%	-5%	7%
O=S(=O)(c1cccc2nsnc12)N1CCOCC1	-10%[38.3 µM]	-9%	4%[46.1 µM]	-3%	6%	0.8%	-9%	-9%
COc1cc(OC)cc(C(=O)N[C@H](C(=O)NCc2ccco2)C(C)C)c1	-1%	-4%	4%	-2%	-4%	-1.0%	-3%	-2%
CCc1nc2oc3cc(OC)ccc3c(=O)c2c(=O)n1Cc1ccco1	5%[38.3 µM]	-13%	-28%[46.1 µM]	-3%	-4%	0.4%	-27%	35%[activator]
COC(=O)C(C(=O)OC)[C@@H]1c2ccccc2[C@H]2C(=C[C@@H](C)[C@H]3C(=O)N(c4ccccc4)C(=O)[C@H]32)N1C(=O)OC	2%	-11%[9.22 µM]	.	-2%[7.66 µM]	9%[11.4 µM]	.	25%[11.5 µM]	7%[14.2 µM]
O=C(c1ccccc1)c1ccc(-c2ccc(O)cc2)cc1	.	.	24%	.	-25%	2.2%	-9%	7%
Cc1cc(NC(=O)c2ccc([N+](=O)[O-])o2)ccc1NC(=O)c1ccco1	13%	-36%[inhibitor]	-26%	?	7%	-1.2%	10%	-3%
CCOc1cccc2cc(C(=O)N3CCc4ccccc4C3)c(=O)oc12	24%[38.3 µM]	26%	-8%[46.1 µM]	1%	?	-1.0%	-4%	11%
COCCn1c(SCC(=O)N2CCCc3ccccc32)nnc1-c1ccoc1C	7%	-10%	15%[46.1 µM]	2%	5%	-1.4%	-3%	3%
CCOC(=O)c1ccc(CN(Cc2ccc(C)cc2)S(=O)(=O)c2cccc([N+](=O)[O-])c2)cc1	10%	-24%	-19%	2%	10%	0.9%	-4%	3%
O=C1OCCN1C(=O)[C@H]1[C@H](c2ccccc2)C(c2ccc(F)cc2)=NN1c1ccc(Br)cc1	-7%	.	.	0%[39.9 µM]	.	-3.0%[40.7 µM]	-12%	6%
C=CCN1CCN(C(c2cccc(OC)c2OC)c2nnnn2CCC(C)C)CC1 (stereo unspecified)	8%	-28%	-36%	1%	-15%	-3.2%	-7%	-8%
CCn1c(COc2cccc3ccccc23)nnc1SCC(=O)OC1CCCCC1	42%[activator][38.3 µM]	?	?	-2%	6%	-1.0%	-13%	-7%
